EPAC2 agonist: agonists of human EPAC2 (RAPGEF4); EPAC2 activation, biochemical qHTS; response scale: 100% = 6.5 mM cAMP response; AID 720711; Q8WZA2; Potency, µM (series often up to 154 µM), for the others: at the top dose activation, usual class: activators; 360,000 tested, 0.079% active; also: potency is read from the fitted curve at half-maximal effect; nearly all actives have a fitted effect of over 50% in size
Target sequence (Q8WZA2 whole entry, looked up): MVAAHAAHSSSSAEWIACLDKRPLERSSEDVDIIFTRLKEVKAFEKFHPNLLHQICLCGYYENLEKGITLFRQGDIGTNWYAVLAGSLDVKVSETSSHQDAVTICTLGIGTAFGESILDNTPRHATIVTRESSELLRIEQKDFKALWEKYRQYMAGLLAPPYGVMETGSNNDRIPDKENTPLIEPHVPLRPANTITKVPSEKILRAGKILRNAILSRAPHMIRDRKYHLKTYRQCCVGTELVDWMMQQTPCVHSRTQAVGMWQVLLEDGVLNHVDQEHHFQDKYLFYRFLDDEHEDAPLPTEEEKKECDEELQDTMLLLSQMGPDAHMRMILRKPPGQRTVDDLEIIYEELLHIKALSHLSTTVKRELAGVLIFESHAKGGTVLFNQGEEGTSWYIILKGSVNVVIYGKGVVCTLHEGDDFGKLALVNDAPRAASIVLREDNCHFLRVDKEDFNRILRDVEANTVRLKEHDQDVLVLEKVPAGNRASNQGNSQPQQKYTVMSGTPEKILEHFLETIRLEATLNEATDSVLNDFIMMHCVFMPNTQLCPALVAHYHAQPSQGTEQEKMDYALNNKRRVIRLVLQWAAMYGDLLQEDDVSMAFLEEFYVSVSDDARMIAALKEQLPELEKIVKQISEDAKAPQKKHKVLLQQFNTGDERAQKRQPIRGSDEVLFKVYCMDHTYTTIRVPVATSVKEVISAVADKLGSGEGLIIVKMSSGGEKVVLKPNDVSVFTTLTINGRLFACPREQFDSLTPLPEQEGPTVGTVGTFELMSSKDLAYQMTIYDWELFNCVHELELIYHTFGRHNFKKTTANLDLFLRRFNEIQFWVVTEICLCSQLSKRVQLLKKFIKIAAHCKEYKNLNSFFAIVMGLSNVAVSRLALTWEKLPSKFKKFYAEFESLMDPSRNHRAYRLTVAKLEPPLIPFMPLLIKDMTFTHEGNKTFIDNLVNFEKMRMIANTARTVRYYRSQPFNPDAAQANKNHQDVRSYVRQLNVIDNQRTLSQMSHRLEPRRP
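Nucleotide exchange monitored as fluorescence drop when BODIPY-GDP leaves Rap1B. Reaction: 100 nM EPAC2, 250 nM RAP1B-BODIPY-GDP, 50 uM GDP, room temperature, kinetic read over 30 min. Activity expressed relative to 6.5 mM cAMP.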
Mm-Cpn inhibitor: M. maripaludis TRiC chaperonin inhibition | purified Mm-Cpn ATPase, ADP Transcreener TR-FRET | Potency, µM (highest dose often 76.9 µM), inactives show at the highest dose activity, negative = inhibition, hits mostly inhibitors | 330,000 tested, 0.031% active; also: potency is read from the fitted curve at half-maximal effect; % is scaled to controls: 0 for no effect and ±100 for the full control effect; nearly all actives have a fitted effect of over 80% in size
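Inhibition of chaperonin ATP hydrolysis is measured as reduced ADP production, detected by competitive TR-FRET in which signal falls with ADP. Final enzyme 25 nM and ATP 10 uM, reacted 30 min at 37°C.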
CCT chaperon mod: cytosolic chaperonin activity modulation; purified chaperonin ATPase assay, HTRF ADP detection, 30 min; activity change, % (concentration not given with the values), hits read low; 360,000 tested, 0.3% active; AID 651819; in the data active = activity change below about -30%; also: % is scaled to controls: 0 for no effect and ±100 for the full control effect
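ATPase activity: ADP formed was measured by HTRF Transcreener (665/615 nm ratio) after 30 min at 37 deg C with 10 uM ATP. Compounds screened at one 76 uM concentration against 40 or 20 nM TRiC in Tris pH 7.4/KCl/MgCl2/DTT buffer.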
Nrf2 inh: inhibitors of Nrf2 signaling; AID 504444; Potency, µM (doses to about 46 µM), without a hit: at the highest dose activity change, negative = inhibition, actives largely listed as inhibitors; 360,000 tested, 2.1% active; A549 ARE-Fluc reporter, luciferase luminescence, 18-24 h; also: potency is read from the fitted curve at half-maximal effect; % is scaled to controls: 0 for no effect and ±100 for the full control effect; nearly all actives have a fitted effect of over 60% in size
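Cells were seeded and rested 2 h, then exposed to compounds for 18-24 h. CellTiter-Fluor was read first as a viability measure. BugLite was added 15 min before the final luminescent read of ARE-luciferase activity in A549 cells.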
A549 tox: counter-screen for Nrf2 inhibitors: cytotoxicity in A549 cells; Potency, µM (doses to about 46 µM), for inactives: at the highest dose activity change, negative = cytotoxicity, hits mostly inhibitors; 390,000 tested, 0.16% active; A549 ARE-Fluc cells, CellTiter-Fluor viability, 18-24 h; AID 504648; also: potency is read from the fitted curve at half-maximal effect; % is scaled to controls: 0 for no effect and ±100 for the full control effect
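Cytotoxicity counterscreen: CellTiter-Fluor fluorescence was measured in A549 ARE_Fluc cells after 18-24 h of compound exposure in a concentration series. The subsequent BugLite luminescent read reports ARE-luciferase activity.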
pAkt inh: blocks phosphorylation of Akt | Neuro2A IGF-stimulated pAkt S473 HTRF, 20 min; stronger effect = lower value | activity change, % for hits at 50 µM | 360,000 tested, 0.32% active | AID 651550; in the data active = activity change below about -80%; inconclusive = mostly about -51% to -80%; also: % is scaled to controls: 0 for no effect and ±100 for the full control effect
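Neuro2A cells (4,500/well, DMEM with 0.5% FBS) were treated with compound at a single 50 µM final concentration, stimulated with 6 nM IGF for 20 min at 37 °C, and lysed. Phospho-Akt Ser473 was read by HTRF as 665/615 ratio ×10^4.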
EPAC2 antagonist: EPAC2 (human) antagonism | EPAC2 GEF exchange of Rap1B-BODIPY-GDP, fluorescence | Potency, µM (highest dose often 114 µM), for inactives: at the highest dose activity, negative = inhibition, actives largely listed as inhibitors | 360,000 tested, 0.18% active | AID 720708; also: potency is read from the fitted curve at half-maximal effect; % is scaled to controls: 0 for no effect and ±100 for the full control effect; nearly all actives have a fitted effect of over 45% in size; many of its hits are not listed in these tables
Nrf2 ARE act: activates Nrf2 signaling. AREc32 ARE-luciferase reporter (MCF7-derived line), luminescence, 24 h. Potency, µM (top dose mostly 46.1 µM), inactives show at the highest dose activation, usual class: activators. 410,000 tested, 0.31% active; also: potency is read from the fitted curve at half-maximal effect; % of control where 0% means no effect; nearly all actives have a fitted effect of over 65% in size
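Steps: seed AREc32_Fluc cells (1000/well, 5% FBS OPTI-MEM); incubate overnight at 37 deg C; add 23 nL compound; incubate 24 hr; add Steady-Glo; hold 30 min RT; read luminescence.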
TGFb SMAD3 inh: blocks TGF-b signaling; HepG2 CAGA-GFP TGF-b/SMAD3 reporter, GFP fluorescence, 18 h; TGF-beta stimulated, 500 pg/mL final; Potency, µM (series often up to 46.1 µM), for the others: top-dose activity, negative = inhibition, actives largely listed as inhibitors; 410,000 tested, 1.2% active; AID 588855; also: potency is read from the fitted curve at half-maximal effect; % is scaled to controls: 0 for no effect and ±100 for the full control effect; nearly all actives have a fitted effect of over 65% in size
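GFP signal (ex488/em500-530) from TGF-beta-stimulated HEPG2 CAGA-GFP cells, 500 pg/mL final, 18 h at 37 degrees C in DMEM plus 1% FBS, normalized to unstimulated and DMSO-stimulated controls.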
The depositor's hits bear a star; i = inactive; ? = inconclusive; nt = no result given; & = joins results of further samples; [ ] = dose if it differs, or a comment. Unless noted, calls follow the shape of the dose curve; as a rule, active = well fitted curve in the direction sought with a large enough effect; inconclusive = small, poorly fitted or top-dose-only effect, or another doubt; inactive = no such curve, though single readings can be large; an effect the other way counts as inactive or inconclusive.

SMILES	EPAC2 agonist	Mm-Cpn inhibitor	CCT chaperon mod	Nrf2 inh	A549 tox	pAkt inh	EPAC2 antagonist	Nrf2 ARE act	TGFb SMAD3 inh
Nc1c(C(=O)OCC2CCCO2)c2nc3ccccc3nc2n1-c1ccc2c(c1)OCCO2 (stereo not given)	20%	0%	-2.9	-25%	-8%	i	-5%	-0.3%	-3%
COC(=O)[C@H]1CCCN1C(=O)Nc1cccc(Oc2c(F)c(F)c(F)c(F)c2F)c1	0%	0%	-0.6	?	1%	i	-3%	-0.4%	-8%
COc1cc(C(=O)NNC(=O)CCOc2ccccc2C)cc(OC)c1OC	2%	2%	-5.7	0%	-1%	i	3%	-1.0%	5%
CCON1C(=O)C(C)(C)N(OCC)C(=O)C1(C)C	11%	2%	-0.8	2%	2%	i	8%	0.1%	2%
Cc1ccc(Cl)cc1NC(=O)N1CCN(C)c2ncccc21	nt	nt	nt	2%	5%	nt	nt	8.2%	?
Cc1ccc(NC(=O)Cn2c(=O)n(CCCCCC(=O)NCc3ccc(F)cc3)c(=O)c3sccc32)c(C)c1	nt	nt	nt	2%	-2%	nt	nt	0.0%	-12%
Cc1c(C(=O)O)cnc2c([N+](=O)[O-])cnn12	22%	-1%	-1.6	-5%	?	i	0%	-0.5%	-15%
O=C(CCN1CCN(c2ccc(F)cc2)CC1)Nc1ccccc1F	9%	1%	-2.6	nt	9%	i	0%	1.5%	1%
Cc1cc(C)cc(N=c2c([N+](=O)[O-])nn(-c3ccc(Cl)cc3)n2O)c1	0%	-5%	-0.9	-1%	?	i	-1%	-0.4%	-21%
CCOC(=O)c1nn(-c2ccc(F)cc2)c(C)c1C(C)=O	8%	-6%	1.2	-1%	1%	i	3%	0.6%	-6%
CC(Sc1nnnn1C1CC1)C(=O)N1CC(=O)Nc2ccccc21 (stereo not given)	1%	1%	1.8	-12%	0%	i	13%	2.4%	-5%
O=C(CCN1CCN(C(=O)c2ccccc2)CC1)c1ccc(Br)cc1	15%	0%	-0.5	-17%	-5%	i	2%	?	-6%
Cc1ccc(-c2nc(SCC(=O)N(C)C3CCS(=O)(=O)C3)[nH]c2-c2ccc(C)cc2)cc1 (stereo not given)	-2%	0%	-1.7	1%	10%	?	-18%	0.7%	-19%
CCN1C(=O)c2ccc(C(=O)Nc3ccc4c(c3)OCO4)cc2C1=O	2%	-1%	1.3	?	-1%	i	5%	3.0%	2%
COC(=O)CN1C(=O)[C@H]2[C@@H](/C=C/c3ccccc3)N3C(=O)CN(Cc4ccccn4)C(=O)[C@@]3(Cc3ccccc3)[C@H]2C1=O	-4%	2%	-1.6	1%	13%	i	8%	1.0%	9%
Cc1ccc(C(=O)Nc2c3c(nn2-c2ccccc2)CS(=O)(=O)C3)cc1C	4%	-1%	0.9	-15%	-3%	i	-5%	-1.1%	6%
CC[C@@]1(C(=O)OC)N[C@H](CN(C)C(=O)c2ccccc2)[C@@H]2C(=O)N(C)C(=O)[C@@H]21	10%	0%	0.3	6%	-4%	i	-2%	-1.2%	13%
CN1CCN(S(=O)(=O)c2ccccc2)CC1	4%	1%	-7.3	9%&0%	5%&8%	i	4%	0.0%	16%&6%
COc1ccc(S(=O)(=O)n2[nH]c(=O)c(CCO)c2C)c([N+](=O)[O-])c1	3%	1%	0.8	-8%	0%	i	-6%	9.3%	-4%
Cc1nc(C(=O)N2CCc3c([nH]c4ccccc34)C2c2ccccn2)cs1 (stereo not given)	9%	0%	-0.5	0%	1%	i	-13%	3.4%	7%
Cc1ccc(C2N=C(N)Nc3nc(=O)c4ccccc4n32)cc1 (stereo not given)	5%	1%	-4.7	17%	0%	i	2%	2.5%	9%
O=C(COC(=O)C1C2CC3OC(=O)C1C3C2)Nc1cccc(C(F)(F)F)c1 (stereo not given)	8%	1%	-0.6	21%	0%	i	6%	-0.5%	1%
COCCCNC(=S)N1CCN(C)CC1	3%	-4%	0.7	1%	0%	i	7%	0.0%	0%
O=S(=O)(Nc1nc2ccccc2nc1NCc1ccco1)c1ccc(Cl)cc1	-6%	0%	-3.5	21µM*	-13%	i	1%	8.0%	?
Cc1ccc2c(c1)NC(c1cccnc1)=NC(c1ccc(F)cc1)=N2	nt	nt	nt	4%	6%	nt	nt	3.6%	3%
CCOC(=O)N1CCC2(O)CCCCC2C1c1ccc(F)cc1 (stereo not given)	1%	-1%	-0.3	nt	-6%	i	-4%	0.0%	5%
CCNC(=O)C1CCCN(C(=O)c2ccc(N(C)C)cc2)CC1 (stereo not given)	8%	nt	-0.2	nt	nt	i	25%	-0.2%	4%
CC(C)c1ccccc1NC(=O)c1cnccn1	-3%	1%	-0.4	19%	-3%	i	7%	-0.4%	0%
COc1cc(OC)c(NS(=O)(=O)c2cn(C)cn2)cc1Cl	-3%	-4%	-0.3	1%	0%	i	-4%	0.3%	5%
COc1ccc(CNCC(O)(c2ccc(F)cc2)c2ccc(F)cc2)cc1	11%	2%	-1.3	-2%	-1%	i	-12%	5.3%	-17%
Cc1cccc(OCc2nc(CC(=O)Nc3ccc(C)cc3C)cs2)c1	nt	nt	nt	-25%	-2%	nt	nt	3.1%	-9%
O=C(COC(=O)c1ccc2ccccc2n1)c1ccccc1	-5%	0%	-1.5	-1%	-6%	i	-1%	-0.2%	4%
CC(=O)c1ccc(N2CCN(CC(O)COC(c3ccccc3)c3ccccc3C)CC2)cc1 (stereo not given)	8%	-2%	0.3	-15%	-7%	i	-8%	7.1%	?
O=c1ccc(C(F)(F)F)cn1Cc1cc(=O)n2cc(Br)ccc2n1	-2%	-17%	-3.8	11%	-2%	i	7%	0.2%	7%
Cc1ccc(C)c(OCCN2CCOCC2)c1	-11%	1%	-0.7	?	-3%	i	-10%	0.2%	-5%
Cc1ccc2cccc(NC(=O)C(F)(F)F)c2n1	2%	1%	1.3	-21%	1%	i	0%	2.3%	-12%
COc1ccc(C(=O)n2cc(C(C)=O)c3ccccc32)cc1	15%	1%	-0.3	3%	1%	i	-29%	-0.1%	-21%
Cc1ccc(NC(=O)C(OC(=O)c2ccc(O)cc2)c2ccccc2)cc1Cl (stereo not given)	-1%	-15%	2.1	-8%	8%	i	1%[57.1 µM]	-0.8%	12%
COc1cc(OC)c(N(C)S(=O)(=O)c2cccc(C(=O)OCC(=O)NCc3ccco3)c2)cc1Cl	10%	1%	-1.2	-4%	3%	i	?	20%	-13%
Cc1cc(N2CCN(c3cccc(C(F)(F)F)c3)CC2)n2nc(C)nc2n1	-10%	0%	-2.8	nt	0%	i	-8%	-0.4%	1%
CC(=O)Nc1ccc(N2C(=O)CSC2c2ccccc2)cc1 (stereo not given)	-3%	2%	1.1	6%	15%	i	-6%	0.3%	6%
CNc1nnc(-c2cc3ccccc3oc2=O)s1	6%	-2%	1.4	?	-1%	i	4%	0.0%	-1%
CCN1CCN(C(CNS(=O)(=O)c2ccc(Cl)cc2)c2cccnc2)CC1 (stereo not given)	-2%	0%	-1.3	13%	-1%	i	12%	-1.0%	6%
Cc1ccc(NC(=O)OCc2cc(-c3ccccc3)on2)cc1	5%	0%	-1.0	11%	1%	i	-14%	2.5%	-2%
O=C(Cc1ccc(Cl)cc1)Nc1ccc2oc(=O)ccc2c1	6%	-1%	-1.2	-22%	-6%	i	-4%	-0.6%	-9%
CN1C[C@@H]2[C@@H]3C(=O)N(Cc4ccccc4)C(=O)[C@@H]3[C@](C)(C1=O)N2C(=O)c1ccc(Cl)cc1	2%	1%	1.2	-4%	-11%	i	-5%	0.0%	-6%
O=C1CC(c2ccccc2)CC(O)=C1C=NCCN1CCOCC1 (stereo not given)	7%	-1%	-3.1	?	-1%	i	-2%	0.2%	0%
O=C(O)CN1C(=O)SC(Nc2ccccc2)C1=O (stereo not given)	14%	1%	0.7	29%	-1%	nt	6%	0.1%	-34%
COc1ccc(-c2nnc(CSc3nc4ccccc4c(=O)n3CC(C)C)o2)cc1OC	15%	-4%	0.2	-24%	2%	i	-4%	3.2%	?
CN(C)c1nc(N)nc(CSc2ccccn2)n1	-4%	0%	0.3	19%	-2%	i	-1%	?	7%

A stretch from the list above, for reference:
SMILES	EPAC2 agonist	Mm-Cpn inhibitor	CCT chaperon mod	Nrf2 inh	A549 tox	pAkt inh	EPAC2 antagonist	Nrf2 ARE act	TGFb SMAD3 inh
CC(=O)Nc1ccc(N2C(=O)CSC2c2ccccc2)cc1 (stereo not given)	-3%	2%	1.1	6%	15%	i	-6%	0.3%	6%
CNc1nnc(-c2cc3ccccc3oc2=O)s1	6%	-2%	1.4	?	-1%	i	4%	0.0%	-1%
CCN1CCN(C(CNS(=O)(=O)c2ccc(Cl)cc2)c2cccnc2)CC1 (stereo not given)	-2%	0%	-1.3	13%	-1%	i	12%	-1.0%	6%

Next results follow:
SMILES	EPAC2 agonist	Mm-Cpn inhibitor	CCT chaperon mod	Nrf2 inh	A549 tox	pAkt inh	EPAC2 antagonist	Nrf2 ARE act	TGFb SMAD3 inh
O=C(NCCc1ccc(Cl)cc1)Nc1ccc(F)cc1	13%	-28%	-0.3	5%	1%	i	-1%	0.5%	1%
Cc1ccc(NC(=O)CSC(C)c2nc3ccccc3c(=O)[nH]2)cc1 (stereo not given)	7%	?	-0.2	?	3%	i	-2%	1.8%	-8%
O=C(NC(c1ccc(-c2ccccc2)cc1)c1cnccn1)C1CCN(Cc2ccc(Cl)c(Cl)c2)CC1 (stereo not given)	16%	nt	-0.9	nt	nt	i	7%	-0.7%	?
CCN(CC(=O)Nc1cccc(C(C)=O)c1)S(=O)(=O)c1ccccc1	0%	2%	-0.2	-2%	2%	i	-3%	0.0%	2%
CCNC(=O)NC(=O)C(C)OC(=O)[C@H](C)NS(=O)(=O)c1c(C)c(C)cc(C)c1C (stereo not given in full)	-4%	0%	0.1	0%	0%	i	-16%	-1.1%	1%

Screening results (PubChem)

The list is partial, so the mix of outcomes need not match the whole.
